N370S GC: qHTS Assay for Inhibitors and Activators of N370S glucocerebrosidase as a Potential Chaperone Treatment of Gaucher Disease; Lysosomal acid glucosylceramidase (Homo sapiens), P04062; N370S GC spleen homogenate, 4MU-glucoside fluorescence; Potency, µM (titrated, usually from 59.4 µM), for inactives: top-dose activity change, negative = inhibition, actives largely listed as inhibitors; actives 0.092% (n = 330,000); AID 2101, 2009;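 note: 0% = full enzyme activity and -100% = no enzyme basal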
KAT2A inh: qHTS Assay for Inhibitors of GCN5L2 | Histone acetyltransferase KAT2A (Homo sapiens), Q92830 | AID 504327, 2011 | Potency, µM (series often up to 58.9 µM), inactives show top-dose activity change, negative = inhibition, actives largely listed as inhibitors | GCN5L2 HAT assay, ThioGlo1 CoA-SH fluorescence | actives 0.21% (n = 390,000)
Target sequence (Q92830 whole entry, looked up): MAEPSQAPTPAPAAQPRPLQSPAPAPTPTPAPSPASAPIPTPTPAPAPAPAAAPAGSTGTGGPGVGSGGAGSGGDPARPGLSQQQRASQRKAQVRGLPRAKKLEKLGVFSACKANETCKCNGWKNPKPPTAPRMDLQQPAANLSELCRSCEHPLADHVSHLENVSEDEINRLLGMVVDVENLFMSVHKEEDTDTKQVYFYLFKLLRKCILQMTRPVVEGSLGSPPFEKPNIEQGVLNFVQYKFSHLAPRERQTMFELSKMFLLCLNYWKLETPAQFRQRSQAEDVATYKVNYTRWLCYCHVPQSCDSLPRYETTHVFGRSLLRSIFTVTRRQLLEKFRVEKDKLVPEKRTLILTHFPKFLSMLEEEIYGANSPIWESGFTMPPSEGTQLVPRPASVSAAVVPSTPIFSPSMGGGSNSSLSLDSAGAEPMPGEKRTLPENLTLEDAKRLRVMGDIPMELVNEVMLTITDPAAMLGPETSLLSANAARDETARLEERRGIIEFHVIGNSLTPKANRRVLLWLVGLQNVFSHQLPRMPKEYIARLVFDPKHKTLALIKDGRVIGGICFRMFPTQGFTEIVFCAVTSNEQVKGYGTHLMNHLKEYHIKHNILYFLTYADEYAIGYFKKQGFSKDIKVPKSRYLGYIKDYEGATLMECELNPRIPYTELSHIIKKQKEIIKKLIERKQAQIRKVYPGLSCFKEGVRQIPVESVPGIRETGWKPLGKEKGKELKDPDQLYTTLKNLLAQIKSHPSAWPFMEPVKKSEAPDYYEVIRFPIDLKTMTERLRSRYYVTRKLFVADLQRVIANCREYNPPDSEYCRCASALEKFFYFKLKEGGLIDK
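Enzyme at 20nM final was mixed with library compounds for 15 min at room temperature. Peptide H3(1-25) at 75uM, acetyl-CoA at 70uM and ThioGlo1 at 50uM were then added. Plates were read immediately and after 20 min (Ex340nm/Em540nm).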
FEN1 inhibitor: qHTS Assay for the Inhibitors of Human Flap endonuclease 1 (FEN1); P39748; Recombinant FEN1 flap cleavage, fluorescence, 15 min; Potency, µM (series often up to 114 µM), for the others: at the top dose activity change, negative = inhibition, actives largely listed as inhibitors; actives 0.35% (n = 390,000); note: nearly all actives have a fitted effect of over 65% in size
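Read-out was taken twice, immediately and after 15 min, following addition of 50 nM substrate to 10 nM FEN1 that had sat with test compound for 15 min at room temperature. Curves came from a four-parameter Hill model.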
* hit, by the source's call; & = joins results of further samples; [ ] = another dose, or the depositor's remark. Calls come from the whole dose curve; as a rule, active = well fitted curve in the direction sought with a large enough effect; inconclusive = small, poorly fitted or top-dose-only effect, or another doubt; inactive = no such curve, though single readings can be large; an effect the other way counts as inactive or inconclusive. Unless noted, % is set by controls: 0 for no effect and ±100 for the full control effect; potency is the fitted concentration of half-maximal effect.

Screening COc1cccc(N=Cc2ccc(O)cc2O)c1 returned N370S GC -3%, KAT2A inh 0% and FEN1 inhibitor -2%.
CCOC(=O)C1C/C(=C\C(C)=O)c2cccc(C(F)(F)F)c2O1 (stereo not drawn) was read as N370S GC 6%[89.1 µM] and KAT2A inh 8%[88.6 µM].
`COc1cccc(-c2nc(CS(=O)(=O)CC(=O)Nc3ccc(C(C)=O)cc3)c(C)o2)c1` gave N370S GC -15%, KAT2A inh -22% and FEN1 inhibitor -11%.
COc1ccc(S(=O)(=O)N2CCCc3ccccc32)cc1[N+](=O)[O-] was read as N370S GC -14%, KAT2A inh 0% and FEN1 inhibitor -19%.
Screening Cc1ccc(C(C(=O)NC(C)(C)C)N(Cc2ccco2)C(=O)CCC(=O)Nc2ccccn2)cc1 (stereo not drawn) returned N370S GC -6%, KAT2A inh -3% and FEN1 inhibitor 3%.
Screening C/C(Cn1nnc([N+](=O)[O-])n1)=N\NC(=O)c1ccc(Cl)c(Cl)c1 returned N370S GC 0%, KAT2A inh -11% and FEN1 inhibitor 2%.
Screening S=c1[nH]nc(-c2ccco2)n1Cc1ccccc1 returned N370S GC 9%, KAT2A inh 7% and FEN1 inhibitor -8%.
`C=CCn1c(C)csc1=Nc1ccccc1C` gave N370S GC -8%, KAT2A inh 2% and FEN1 inhibitor -7%.
For CC(=O)c1cccc(CN2CCN(Cc3ccccc3)C(CCO)C2)c1 (stereo not drawn) the results were N370S GC 5%, KAT2A inh -1% and FEN1 inhibitor -8%.
For CCN(CC)S(=O)(=O)c1ccc(/C=C/C(=O)OCC#N)cc1 the results were N370S GC -7%, KAT2A inh -6% and FEN1 inhibitor -2%.
O=C(NC1CCCCCC1)c1cccnc1Sc1ccccc1 was read as N370S GC -1%, KAT2A inh 1% and FEN1 inhibitor 4%.
`Cc1ccc(S(=O)(=O)N2CCOCC2)c(C)c1NS(C)(=O)=O` gave N370S GC 22%, KAT2A inh -2% and FEN1 inhibitor 53%[activator].

4 compounds drawn at random from the list so far, as already listed:
Screening COc1cccc(N=Cc2ccc(O)cc2O)c1 returned N370S GC -3%, KAT2A inh 0% and FEN1 inhibitor -2%.
Screening C/C(Cn1nnc([N+](=O)[O-])n1)=N\NC(=O)c1ccc(Cl)c(Cl)c1 returned N370S GC 0%, KAT2A inh -11% and FEN1 inhibitor 2%.
`C=CCn1c(C)csc1=Nc1ccccc1C` gave N370S GC -8%, KAT2A inh 2% and FEN1 inhibitor -7%.
`COc1cccc(-c2nc(CS(=O)(=O)CC(=O)Nc3ccc(C(C)=O)cc3)c(C)o2)c1` gave N370S GC -15%, KAT2A inh -22% and FEN1 inhibitor -11%.

The results go on.
Cc1ccccc1NC(=O)c1cn2c(nc3ccccc32)c(C#N)c1C was read as N370S GC 14%, KAT2A inh 0% and FEN1 inhibitor -1%.
COC(=O)c1nc2nc(C)cc(C(F)(F)F)n2n1 was read as N370S GC -1%, KAT2A inh 3% and FEN1 inhibitor -14%.
Screening Cc1cccc(NS(=O)(=O)c2cccc(C(=O)NCC(C)(C)N3CCOCC3)c2)c1 returned N370S GC inconclusive, KAT2A inh -21% and FEN1 inhibitor -1%.
For Cc1ccc(-c2csc(N(CCO)CCCn3c(C(F)(F)F)nc4ccccc43)n2)cc1 the results were N370S GC -12%, KAT2A inh 7% and FEN1 inhibitor 4%.
Cc1ccc(C)c(CNC(=O)c2cc3ccccn3n2)c1 was read as KAT2A inh 0% and FEN1 inhibitor 1%.
COc1ccc(CC(=O)NCC(=O)N/N=C/c2ccco2)cc1 was read as N370S GC 8%, KAT2A inh -8% and FEN1 inhibitor 7%.
Screening COc1ccc(-c2cc(C(=O)NCCCN3CCOCC3)c3cc(C(C)C)ccc3n2)cc1 returned N370S GC -1%, KAT2A inh inconclusive and FEN1 inhibitor -12%.
`O=c1[nH]c2ccccc2n1CCCN1CCN(C(c2ccccc2)c2ccccc2)CC1` gave N370S GC -13%&-2% and KAT2A inh -4%&-8%.
For CCCCOCCCNC(=O)c1c(-c2ccccc2)noc1C the results were N370S GC -4%, KAT2A inh -1% and FEN1 inhibitor 5%.
For O=C1OC2(O)C3C4C=CC(C4)C3C(=O)N2c2ccccc21 (stereo not drawn) the results were N370S GC 5%, KAT2A inh -5% and FEN1 inhibitor -5%.
`C[C@H](O)Cc1cc2ccccc2c(=O)o1` gave KAT2A inh -3% and FEN1 inhibitor 5%.
`COc1ccc(C)cc1NC(=O)C(=O)c1cn(CC(=O)N2CCCC2)c2ccccc12` gave N370S GC -1%, KAT2A inh -12% and FEN1 inhibitor 5%.
Screening CCOC(=O)c1cccc(NC(=O)COc2nsnc2N2CCOCC2)c1 returned N370S GC -6%, KAT2A inh -23% and FEN1 inhibitor -3%.
O=C(c1ccc2ccccc2c1)C1CCCN(C(=O)c2noc3c2CCCC3)C1 (stereo not drawn) was read as N370S GC 13%, KAT2A inh -5% and FEN1 inhibitor -25%.
For Oc1c(C=Nc2cccc3nsnc23)ccc2ccccc12 the results were N370S GC 15%, KAT2A inh -2% and FEN1 inhibitor inconclusive.
CC1=C(C(=O)Nc2ccccc2C)C(c2sccc2C)n2ncnc2N1 (stereo not drawn) was read as KAT2A inh 7% and FEN1 inhibitor -9%.
`Cc1cc(N2CCOCC2)nc2ccc(NC(=S)NCc3ccc4c(c3)OCO4)cc12` gave N370S GC inconclusive, KAT2A inh -13% and FEN1 inhibitor 4%.
Screening CCC(C)(C)C(=O)Nc1cc([N+](=O)[O-])ccc1F returned N370S GC 9%, KAT2A inh -4% and FEN1 inhibitor 10%.
`O=c1c(=O)n(Cc2ccc(Cl)cc2)ccn1Cc1ccc(F)cc1` gave KAT2A inh -6% and FEN1 inhibitor 14%.
For Cc1cc(Nc2ccc3c(c2)OCCO3)n2ncnc2n1 the results were N370S GC 3%, KAT2A inh -2% and FEN1 inhibitor -9%.
CNC(=O)CCCN1C(=O)c2ccccc2Sc2ncccc21 was read as N370S GC -6%, KAT2A inh 16% and FEN1 inhibitor -17%.
`CC(=O)N1c2ccc(S(=O)(=O)NCC3CCC(C(=O)Nc4cc(C)ccc4C)CC3)cc2CC1C` (stereo not drawn) gave KAT2A inh -7% and FEN1 inhibitor 1%.
Screening COc1cccc(CNC(=O)CCCCCn2c(=O)[nH]c3cc(OC)c(OC)cc3c2=O)c1 returned KAT2A inh -4% and FEN1 inhibitor 4%.
For Cc1ccc(S(=O)(=O)NCCc2c[nH]c3ccccc23)cc1 the results were N370S GC -4%, KAT2A inh -3% and FEN1 inhibitor 6%.
For CCC(=O)N1CCc2cc(Br)cc(S(=O)(=O)CC(=O)OC)c21 the results were N370S GC 8%, KAT2A inh -10% and FEN1 inhibitor -3%.
Screening Cc1nc2cc(C(=O)O)ccc2n1-c1ccc(F)cc1F returned N370S GC -20%, KAT2A inh 1% and FEN1 inhibitor -5%.
For CCN(Cc1ccccc1)C(=O)CC(=O)N(CC)Cc1ccccc1 the results were N370S GC 0%, KAT2A inh -1% and FEN1 inhibitor -6%.
`O=C(COC(=O)C1CC2CCCC(C1)C2=O)Nc1nc(-c2ccc(F)c(F)c2)cs1` (stereo not drawn) gave N370S GC -4%, KAT2A inh 1% and FEN1 inhibitor -10%.
Screening Cc1ccc(/C=N/n2cnnc2)s1 returned N370S GC 3%, KAT2A inh -5% and FEN1 inhibitor -16%.
`COc1ccc(C(=O)Nc2ccc(CN3CCS(=O)(=O)CC3)cc2)cc1` gave N370S GC -5%, KAT2A inh 2% and FEN1 inhibitor 18%.
Cc1c(CC=C(Cl)Cl)c(=O)[nH]c2c(C)cccc12 was read as N370S GC 9%, KAT2A inh 4% and FEN1 inhibitor -5%.
NC(N)=NCCC[C@H](N)C(=O)NCC(=O)N[C@@H](CC(=O)O)C(=O)O was read as N370S GC -7% and KAT2A inh -1%.
For O=C(CSc1nnc(Cc2ccccc2)n1Cc1ccco1)NC1CCCC1 the results were N370S GC -9%, KAT2A inh -1% and FEN1 inhibitor 1%.
For O=C(c1ccccc1)N1CCN(C(=S)NCc2ccc3c(c2)OCO3)CC1 the results were N370S GC 5%, KAT2A inh -3% and FEN1 inhibitor -3%.
Screening CCC(Sc1nc2ccsc2c(=O)n1-c1ccc(Cl)c(C)c1)C(=O)NCc1ccco1 (stereo not drawn) returned N370S GC 3%, KAT2A inh -7% and FEN1 inhibitor -7%.
O=S(=O)(NCc1ccccc1)c1ccc(S(=O)(=O)N2CCCCC2)cc1 was read as N370S GC -3%, KAT2A inh 0% and FEN1 inhibitor -2%.
CCOC(=O)CCCCC(=O)c1[nH]c(=O)[nH]c1CSc1nnc2c3ccccc3n(C(C)C)c2n1 was read as N370S GC 8%, KAT2A inh -8% and FEN1 inhibitor -2%.
CCN(C(=O)COC(=O)C1CCN(S(=O)(=O)c2ccc(C)c(C)c2)CC1)C1CCS(=O)(=O)C1 (stereo not drawn) was read as N370S GC -16%, KAT2A inh 5% and FEN1 inhibitor 19%.
`CC1N(C(=O)N2CCOCC2)CCN1S(=O)(=O)c1cccc(C(F)(F)F)c1` (stereo not drawn) gave N370S GC -9%, KAT2A inh 1% and FEN1 inhibitor -3%.
O=C(/C=C/c1ccc2c(c1)OCO2)N1CCCCC1 was read as N370S GC 1%, KAT2A inh inconclusive and FEN1 inhibitor 2%.
Screening [O-]C1=N/[N+](=C/c2ccccc2Cl)CC1 returned N370S GC -13%, KAT2A inh -7% and FEN1 inhibitor 0%.
Screening CN(CC(=O)Nc1cccc(F)c1)CC(=O)Nc1cccc(S(=O)(=O)N2CCCCC2)c1 returned KAT2A inh -12% and FEN1 inhibitor -14%.
Screening Cc1c(C(=O)N(Cc2cccc(Br)c2)C2CCS(=O)(=O)C2)oc2ccc(F)cc12 (stereo not drawn) returned N370S GC -5%, KAT2A inh -5% and FEN1 inhibitor 7%.
`N#Cc1cc(NC(=O)c2ccc(F)cc2)c(=O)n2c1[nH]c1ccccc12` gave N370S GC 9% and KAT2A inh -11%.
Screening COc1cc(C(C)=O)ccc1OCC(=O)Nc1cc(Cl)ccc1-n1cncn1 returned N370S GC -15%, KAT2A inh -12% and FEN1 inhibitor -14%.
For Cc1ccc(NC(=O)C(NC2CCCc3ccccc32)c2ccccc2)c([N+](=O)[O-])c1 (stereo not drawn) the results were N370S GC 18%, KAT2A inh -3% and FEN1 inhibitor -5%.
Screening Cc1ccc(C(=O)N2CCN(c3ccccc3F)CC2)cc1NC1=NC2CS(=O)(=O)CC2S1 (stereo not drawn) returned N370S GC -6%, KAT2A inh -2% and FEN1 inhibitor 17%.
Screening COc1ccc(N2CCN(CCCNC(=O)c3sc4ncccc4c3-n3cccc3)CC2)cc1 returned KAT2A inh -2% and FEN1 inhibitor 15%.

Structural class: the entries above with a COOH group (two)
Screening Cc1nc2cc(C(=O)O)ccc2n1-c1ccc(F)cc1F returned N370S GC -20%, KAT2A inh 1% and FEN1 inhibitor -5%.
NC(N)=NCCC[C@H](N)C(=O)NCC(=O)N[C@@H](CC(=O)O)C(=O)O was read as N370S GC -7% and KAT2A inh -1%.

(listing goes on)
Screening Cc1ccc(CNC(=O)C2CC(=O)N(C3CCCC3)C2)cc1 (stereo not drawn) returned KAT2A inh -8% and FEN1 inhibitor 0%.
Screening O=C1C(Cc2ccc(O)cc2)NC(=S)N1Cc1ccccc1 (stereo not drawn) returned N370S GC -3%, KAT2A inh 0% and FEN1 inhibitor -2%.
COc1ccc(CCNC(=O)c2ccc(N3CCCCS3(=O)=O)cc2)cc1OC was read as N370S GC -6%, KAT2A inh -6% and FEN1 inhibitor 19%.
CCCCOC(=O)c1ccc(NS(=O)(=O)c2cc(-c3nnnn3CC)ccc2OC)cc1 was read as N370S GC -6%, KAT2A inh -7% and FEN1 inhibitor -11%.
For O=C(CCS(=O)(=O)c1ccccc1)N(CCCN1CCOCC1)c1nc2c(F)cccc2s1 the results were N370S GC -14%, KAT2A inh -3% and FEN1 inhibitor -9%.
Screening CC(=O)c1ccc(S(=O)(=O)N2CCN(c3ccccc3F)CC2)cc1 returned N370S GC -4%, KAT2A inh 3% and FEN1 inhibitor 0%.
For CC(=O)N1N=C(c2ccccc2OC(=O)/C=C/c2ccccc2)CC1c1ccccc1 (stereo not drawn) the results were N370S GC 6%, KAT2A inh inconclusive and FEN1 inhibitor -21%.
For CCOc1ccc(C(=O)OCCCN(C)C)cc1 the results were N370S GC 2%, KAT2A inh -1% and FEN1 inhibitor -10%.
Screening CCC(=O)c1cc2c(cc1NC(=O)C(C)C)OCCO2 returned N370S GC 0%[12.8 µM], KAT2A inh -9% and FEN1 inhibitor 4%.
`N#C/C(=C1/C(=O)Nc2ccc(Br)cc21)c1ccccn1` gave N370S GC -2%, KAT2A inh -8% and FEN1 inhibitor -3%.
For COc1ccccc1CNS(=O)(=O)c1ccc(-n2cccn2)cc1 the results were N370S GC -7%, KAT2A inh -6% and FEN1 inhibitor -5%.

Source: PubChem (National Center for Advancing Translational Sciences (NCATS))
